Compound activity: PubChem, several laboratories
ABHD4 inh = inhibits mouse alpha/beta hydrolase domain 4; Q8VD66; purified mABHD4, FP-Rh probe fluorescence polarization; inhibition, % at 8.92 µM; 370,000 tested, 0.54% active; AID 720543;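 active = inhibition exceeding the mean over every tested compound plus 3 SD, cut at about 30% in these data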;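 also: 0% = plate median of compound wells and 100% = S159A mutant with DMSO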
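Test system: mABHD4 protein; Read-out basis: % inhibition; Incubation: 45 min + 60 min at 25 °C; Repeats: single replicate; Technique: fluorescence polarization with parallel and perpendicular emission, 525/598 nm; Compound: 8.92 µM, single dose; Benchmarks: full inhibition S159A mutant plus DMSO, zero as sample-well median.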
rCAG binder = r(CAG) repeat RNA binding; TO-PRO-1 dye displacement fluorescence; inhibition, % at 3 µM; 370,000 tested, 1.3% active;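 active = inhibition above the plate cutoff, the mean of all test compounds on that plate plus 3 SD, cut at about 35% in these data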;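 also: 0% = DMSO alone and 100% = 100 µM mitoxantrone as full dye displacement; higher means more dye released from RNA so lower well fluorescence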
NR1D1 modulator = modulators of human Rev-erb alpha DNA binding; P20393; 370,000 tested, 0.79% active; activity, % at 10 µM; Rev-erbα–FITC-DNA binding, fluorescence polarization, 90 min;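 active = activity above about 14%, limit read from the data; passing the limit was not always enough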;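 also: 0% = DMSO wells with 35 nM protein and 100% = DMSO wells with 750 nM protein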
PG9 binder = small molecules binding HIV-1 gp120 antibody PG9 | TR-FRET gp120-PG9 antibody binding | inhibition, % at 6.7 µM | 360,000 tested, 0.43% active; in the data active = inhibition above about 8.5%
UHRF1 MBD2 ctr = blocks human UHRF1 binding to methylated DNA; Q96T88; UHRF1 binding to methylated oligo, TR-FRET; inhibition, % at 4.4 µM; 370,000 tested, 0.75% active; in the data active = inhibition above about 21%;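 also: UHRF1 SRA domain binding a hemimethylated CpG hairpin DNA probe; 0% = median of test compound wells and 100% = reference inhibitor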
TCR-CD3 inh = blocks the human TCR-CD3 interaction. 360,000 tested, 0.37% active. inhibition, % at 9.4 µM. TAMRA-labeled TCR probe fluorescence, biochemical. AID 651800; in the data active = inhibition above about 19%;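 also: recombinant mutant TCR 2C K166C tagged with TAMRA read by polarization; 0% = receptor in buffer alone and 100% = receptor with positive control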
LEDGF integ inh = blocks HIV-1 LEDGF/p75-dependent DNA integration; TR-FRET IN-LEDGF/p75 DNA integration, Eu/Cy5; inhibition, % at 3.7 µM; 370,000 tested, 0.64% active; AID 743269;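 active = inhibition above the screen-wide mean plus 3 SD, cut at about 13% in these data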;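 also: signal is the Cy5 over europium emission ratio at 671 and 618 nm; 0% = plate median of compound wells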
MBD2 DNA inh = inhibitors of human MBD2 binding to methylated oligonucleotide. Q9UBB5. TR-FRET. inhibition, % at 4.4 µM. 370,000 tested, 0.31% active. AID 686964; in the data active = inhibition above about 13%
PRMT1 FP inh = blocks human protein arginine methyltransferase 1; recombinant PRMT1, activity-based probe fluorescence polarization; inhibition, % at 2.79 µM; 370,000 tested, 1.3% active;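 active = inhibition above about 21% made by adding two undisclosed values, limit read from the data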
Target sequence (Q99873 whole entry, looked up): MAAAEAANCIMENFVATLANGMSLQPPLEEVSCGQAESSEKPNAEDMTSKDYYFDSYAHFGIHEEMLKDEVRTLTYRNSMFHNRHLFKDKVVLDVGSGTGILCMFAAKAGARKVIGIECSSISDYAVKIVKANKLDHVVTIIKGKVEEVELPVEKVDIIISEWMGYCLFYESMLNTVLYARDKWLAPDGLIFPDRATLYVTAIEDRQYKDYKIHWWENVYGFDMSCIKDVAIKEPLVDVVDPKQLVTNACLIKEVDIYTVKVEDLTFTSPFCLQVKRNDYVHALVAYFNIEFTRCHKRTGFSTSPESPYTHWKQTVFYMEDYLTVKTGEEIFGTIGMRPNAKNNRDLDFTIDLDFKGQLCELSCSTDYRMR
HTRA1 inh = inhibitors of human serine peptidase HTRA1 | recombinant HTRA1, FP-rhodamine activity-based probe, fluorescence polarization | 340,000 tested, 0.5% active | AID 504803 | inhibition, % at 5.96 µM; in the data active = inhibition above about 36%;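 also: 0% = enzyme with DMSO and 100% = wells lacking enzyme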
Target sequence (Q92743 whole entry, looked up): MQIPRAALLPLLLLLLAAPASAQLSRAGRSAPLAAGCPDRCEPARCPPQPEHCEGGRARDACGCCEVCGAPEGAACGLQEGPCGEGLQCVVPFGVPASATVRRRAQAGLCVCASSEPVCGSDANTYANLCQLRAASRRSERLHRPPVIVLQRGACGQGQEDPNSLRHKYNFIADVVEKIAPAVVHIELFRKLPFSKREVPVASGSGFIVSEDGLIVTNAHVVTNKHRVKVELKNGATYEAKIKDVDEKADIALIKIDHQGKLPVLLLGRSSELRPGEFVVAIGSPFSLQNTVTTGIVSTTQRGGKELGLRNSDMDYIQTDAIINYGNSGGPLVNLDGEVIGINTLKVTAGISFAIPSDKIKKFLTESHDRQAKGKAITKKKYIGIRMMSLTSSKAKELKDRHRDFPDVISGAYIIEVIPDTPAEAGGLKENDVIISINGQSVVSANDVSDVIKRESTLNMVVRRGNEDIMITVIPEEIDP
Active calls of the source: *; nt = no result given. These rows are one share of the data; count on the stated rates, not on these rows.

SMILES	ABHD4 inh	rCAG binder	NR1D1 modulator	PG9 binder	UHRF1 MBD2 ctr	TCR-CD3 inh	LEDGF integ inh	MBD2 DNA inh	PRMT1 FP inh	HTRA1 inh
Cc1ccccc1NC(=O)c1ccc2c(c1)CCN2S(C)(=O)=O	-14.4	-1.6	0.1	0.1	8.8	-16.0	2.6	10.3	8.9	-1.8
Cn1cnnc1SCC(=O)Nc1ccc(S(=O)(=O)N2CCOCC2)cc1	-2.1	6.7	0.6	-1.2	-0.5	4.6	-1.0	-1.7	-0.5	-7.4
Cc1ccc(S(=O)(=O)N2CCN(C(=O)c3ccc(N4CCCCC4)c([N+](=O)[O-])c3)CC2)cc1	-0.7	-1.4	0.3	0.5	-3.8	1.9	-0.4	0.2	3.0	-3.1
COc1ccc(C(=O)OCC(=O)Nc2nc3c(F)c(F)c(F)cc3s2)cc1OC	4.1	-0.6	19.9*	0.7	-2.6	2.4	2.5	5.8	-1.9	-1.4
COC(=O)C1=C(CN2CCCc3ccccc32)NC(=O)NC1c1ccc(F)cc1 (configuration not stated)	4.7	5.8	5.1	1.9	-3.4	-5.7	-0.4	-0.3	1.9	-6.0
CCOC(=O)c1c(NC(=O)COC(=O)CCCOc2ccc(OC)cc2)sc(C(=O)NC)c1C	-1.0	-3.1	-2.2	-0.2	0.9	0.1	-6.6	3.7	2.0	-0.6
CC(C)(C)C1CCc2c(sc(NC(=O)CSc3ncn[nH]3)c2C#N)C1 (configuration not stated)	-8.6	31.3	4.9	-0.8	-2.3	3.0	1.9	-0.5	7.5	-20.9
O=C(NCc1cccc(F)c1)C1CCC(=O)N(CCc2cccc(F)c2)C1 (configuration not stated)	3.0	-5.4	2.8	0.3	0.4	-6.1	1.1	-3.9	-3.1	-3.4
COc1cc(C(C)=O)ccc1OCC(O)Cn1nc(C)c(C(C)=O)c1C (configuration not stated)	-0.3	-6.7	-0.9	-0.4	0.5	-0.6	-5.2	2.8	2.5	5.4
COc1ccc(OCc2ccc(C(=O)N3CCOCC3)cc2)cc1	-5.0	-2.9	-0.4	0.3	-1.8	3.5	1.8	-1.0	-1.8	10.2
CC(=O)Nc1cccc(NC(=O)C(F)(F)F)c1	5.0	1.4	-9.3	0.5	0.1	4.5	-1.7	-2.5	-3.2	1.0
COc1ccccc1CNS(=O)(=O)c1ccc(F)cc1Br	-2.5	1.3	5.0	-1.2	1.3	-1.7	0.1	-2.2	-3.9	nt
CC(=O)OCC1=C(C(=O)O)N2C(=O)C(NC(=O)C(C)Cn3nc(C)c(Cl)c3C)C2SC1 (configuration not stated)	-2.7	10.8	-4.4	-0.8	3.9	3.0	5.6	3.1	24.6*	0.8
O=C(Cc1csc(-c2ccccc2)n1)NCC(=O)Nc1ccc(F)c(F)c1F	2.1	8.1	-9.3	-0.6	0.8	3.6	3.4	-3.8	-4.3	-9.1
CC(/C=N/NC(=O)c1ccc(Br)cc1)=C\c1ccccc1	1.2	3.4	-12.4	-2.4	2.9	-2.7	0.7	-0.7	-1.8	-10.9
CCOc1ccc(NC(=O)C2CCN(S(=O)(=O)c3cccs3)CC2)cc1	3.7	0.0	-1.2	-0.8	-0.3	1.1	0.9	-1.1	0.6	2.0
COc1ccc(-n2ncc3c(NCc4cccs4)ncnc32)cc1	-18.8	-0.2	-3.1	2.3	4.3	-8.0	1.7	6.5	1.0	-22.2
O=C(Nc1ccc(Cl)cc1)c1ccc(CN2CCc3ccccc3C2)cc1	-20.3	1.2	-1.1	-0.7	-2.3	-0.8	2.2	0.0	2.0	-35.0
CCCCN1C(=O)C(CC(=O)NCC2CCCCC2)CC(C(=O)N(C(C)C)C(C)C)=C1C (configuration not stated)	5.6	0.8	-2.8	-0.9	0.0	6.2	-0.2	-2.3	-0.7	1.4
Nc1ccc2[nH]c(=S)sc2c1	20.5	9.4	2.7	-2.6	-0.8	7.0	2.0	-3.4	28.3*	7.0
COc1ccc(C(=O)Nc2ccc(N3CCOCC3)cc2)cc1S(=O)(=O)NC1CCCC1	2.3	-3.7	-7.3	-1.7	-6.1	-2.9	-0.5	-0.2	0.6	4.5
CCOC(=O)C1=CN(Cc2ccco2)S(=O)(=O)N(CC)C1c1ccccc1 (configuration not stated)	0.9	1.7	-4.7	0.1	-2.8	6.8	-1.7	2.1	4.3	-7.2
CCOC(=O)[C@@H]1CSCCS(=O)(=O)N1Cc1ccc(C(F)(F)F)cc1	3.4	0.6	2.4	-0.9	-1.7	-1.3	5.9	-4.7	-3.2	nt
Cc1ccc(CSCCC(=O)NCCC2=CCCCC2)cc1	-3.6	-1.6	-3.6	-1.3	-4.7	2.7	2.9	0.5	-1.6	-2.8
COc1ccc(N(CC(=O)NCCc2ccccc2)C(=O)CCC(=O)Nc2nccs2)c(OC)c1	1.6	-1.8	0.1	-0.1	2.3	-2.9	-3.4	1.3	-1.0	0.4
Nc1nc(NCC2CCCO2)nc(Nc2ccc(Cl)cc2)c1[N+](=O)[O-] (configuration not stated)	-18.1	0.1	4.0	0.0	5.3	-5.8	-4.1	5.7	5.2	-3.9
Cc1ccc(S(=O)(=O)N2[C@H](c3ccccc3)CC(=O)[C@@H]3CN(S(=O)(=O)c4ccccc4)[C@H](c4ccccc4)C[C@@H]32)cc1	-7.9	9.5	6.0	2.4	1.3	-1.8	1.8	-5.1	-3.0	nt
Cc1nnc(SC(C)C(=O)NCC2CCCO2)n1-c1ccccc1 (configuration not stated)	-5.4	-3.0	0.0	-3.0	-0.7	4.9	-1.9	-1.8	-0.7	0.4
CCN(CC(=O)NCc1ccc(Cl)cc1)C(=O)c1cc(OC)cc(OC)c1	9.9	-7.8	0.9	-0.5	2.4	-15.0	-3.1	4.8	1.1	6.7
CC1CC(C)CN(C(=O)C2CC(=O)N(c3ccc(F)cc3)C2)C1 (configuration not stated)	-6.0	1.0	-5.1	-0.5	-1.5	-0.9	0.7	-4.8	0.4	4.8
Cc1nn(-c2ccccc2)nc1C(=O)NNC(=O)c1cccc2ccccc12	-7.6	5.5	2.9	1.2	-1.6	8.8	2.1	2.4	1.1	-11.8
Cc1[nH]c2ccccc2c1C(=O)CSC(=S)N(C)C	-4.4	-4.5	7.9	-0.8	-1.3	-1.2	-1.1	0.8	0.0	-1.4
CSc1ccc(C(O)c2ncc(-c3cccc(F)c3)[nH]2)cc1 (configuration not stated)	-2.1	3.5	6.8	-0.1	-0.3	-1.9	2.9	-0.2	-4.5	nt
O=C(NNC(=O)c1ccccc1Br)c1ccc2nc[nH]c2c1	7.1	4.5	-5.5	-1.4	3.0	16.7	2.8	0.9	-4.3	8.3
Cc1cccc(N2CCN(C(=S)Nc3ccc4nc5n(c(=O)c4c3)CCCCC5)CC2)c1C	6.3	1.6	-0.3	-0.2	-2.4	1.3	-1.3	4.6	2.8	-4.3
COc1ccc(CN(C(=O)CSc2nnc(-c3ccc(F)cc3)o2)c2ccc(F)cc2)cc1	0.8	3.1	5.7	-1.1	7.0	-8.0	5.7	1.6	1.6	-18.8
O=c1oc(-c2ccc([N+](=O)[O-])cc2)nc2ccccc12	-4.0	3.9	-4.4	-0.3	-1.2	3.3	1.1	-1.3	-2.1	1.4
COc1ccc(-c2ccc(SCC(=O)N3CCOCC3)nn2)cc1	6.9	-5.5	4.0	1.8	3.3	-2.9	-3.5	1.2	-2.0	5.8
CC(C)(OC(=O)c1cccs1)c1cc2ccccc2c(=O)o1	0.4	-2.5	1.1	0.9	3.6	10.4	-2.0	-3.9	-1.5	-12.8
CCCc1nc2c(sc3nc4c(cc32)COC(C)(C)C4)c(=O)n1CCN(CC)CC	0.8	-7.3	2.8	0.6	0.5	0.8	-2.8	-1.5	1.0	-1.2

Filtered by structure: those above with a CF3 group (2)
SMILES	ABHD4 inh	rCAG binder	NR1D1 modulator	PG9 binder	UHRF1 MBD2 ctr	TCR-CD3 inh	LEDGF integ inh	MBD2 DNA inh	PRMT1 FP inh	HTRA1 inh
CC(=O)Nc1cccc(NC(=O)C(F)(F)F)c1	5.0	1.4	-9.3	0.5	0.1	4.5	-1.7	-2.5	-3.2	1.0
CCOC(=O)[C@@H]1CSCCS(=O)(=O)N1Cc1ccc(C(F)(F)F)cc1	3.4	0.6	2.4	-0.9	-1.7	-1.3	5.9	-4.7	-3.2	nt

Remaining list, next part
SMILES	ABHD4 inh	rCAG binder	NR1D1 modulator	PG9 binder	UHRF1 MBD2 ctr	TCR-CD3 inh	LEDGF integ inh	MBD2 DNA inh	PRMT1 FP inh	HTRA1 inh
Cc1ccc(S(=O)(=O)N(CC(=O)NCCSCc2ccco2)c2cc(C)ccc2C)cc1	-3.2	-4.3	-0.7	0.9	5.1	-0.1	2.2	-4.2	2.1	-33.0
Cc1ccc(S(=O)(=O)N2CCN(C(=O)c3cccc(F)c3)CC2)cc1	-0.6	-3.3	-1.8	-1.1	1.6	4.2	-0.1	2.5	0.5	-1.1
NNC(=O)c1cc(-c2ccc(O)cc2)nc2ccc(Br)cc12	-44.1	22.0	-0.9	-0.9	-3.8	7.2	3.0	-0.4	0.7	-60.8
C=CCn1c(SCc2ccc(F)cc2)nnc1-c1sc2nc(C)cc(C)c2c1N	-4.6	2.2	5.0	2.5	3.7	-11.3	-1.5	2.1	4.7	nt
CN(C)C1=NCCN1CCC1CCCC1	2.4	3.4	-5.7	1.0	-0.4	3.9	0.5	0.0	-1.7	12.7
CC1(C)N=c2ccc([N+](=O)[O-])c(N)c2=[N+]1[O-]	9.1	0.3	7.4	-26.7	-12.2	6.0	-4.2	-22.4	4.4	11.4
CCOC(=O)N1CCN(S(=O)(=O)c2ccc(OCC)cc2)CC1	-7.1	-7.8	-3.2	1.1	7.1	0.2	-3.9	4.7	0.8	-1.8
COC(=O)c1ccc(C(=O)N(C)C2CCCN(Cc3ccccc3F)C2)nc1 (configuration not stated)	3.3	-2.6	-1.2	0.3	-0.5	-0.8	-6.4	0.5	1.6	4.4
Cc1c(C(=O)N2CCCCC2)c(S(=O)(=O)NCCc2ccccc2)c(C)n1C	1.6	-4.2	-1.6	-2.0	-1.3	3.4	2.5	6.2	-6.3	-0.3
COCCCNC(=O)CSc1c2c(nc3ccc(Cl)cc13)CCCC2	0.5	-5.8	-2.7	-0.4	-2.7	-3.5	-2.3	3.2	4.0	-22.0
O=S(=O)(NC1=NCCC1)c1ccc(F)cc1	-0.9	2.2	-2.0	-1.6	2.7	2.5	-4.0	0.5	-0.4	-3.4
CC1CCC/C(=C\Nc2ccc(C(=O)O)c(O)c2)C1=O (configuration not stated)	20.1	4.1	3.5	-2.1	-4.0	0.4	3.4	-3.5	11.7	11.7
CCn1c(CC(=O)Nc2cccc(OC)c2)nnc1SCC(=O)N1CCN(c2ccccc2)CC1	0.5	0.0	-4.7	-3.6	-2.1	-6.8	7.0	-4.9	0.6	-3.3
CC(CN1CCC(O)CC1)c1ccccc1 (configuration not stated)	-8.8	-0.3	-2.9	-1.5	2.8	-4.5	5.4	-1.3	0.8	2.8
CCOc1ccc(CN(C)C(=O)CNC(=O)C2CCCCC2)cc1OC	0.7	-1.9	-0.2	-0.9	1.3	7.0	2.3	-3.4	3.7	-4.8
CCC(C)[C@H]1CNC(=O)C(=O)N1CC1CCCCC1 (some centres not stated)	-0.1	0.7	-5.5	1.2	3.0	5.8	0.4	0.8	4.6	nt
